Screening results (PubChem)
HEK293 tox = qHTS of GLP-1 Receptor Inverse Agonists: Cytotox Screen; Potency, µM (top dose mostly 38.3 µM), for inactives: top-dose activity change, negative = inhibition, actives largely listed as inhibitors; HEK293 cAMP-luciferase reporter cells, luminescence, 24 h; 0.13% of 410,000 active;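 also: loss of luciferase light is scored as toxicity; potency is read from the fitted curve at half-maximal effect; % is scaled to controls: 0 for no effect and ±100 for the full control effect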
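1536-well qHTS counterscreen of the MLSMR; 200 cells/uL, 12 h pre-incubation, 23 nL cpd, 24 h at 37 deg C 5% CO2, luciferase detection reagent, 12 min RT, luminescence. Inhibition = undesired.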
DRD3 antagonist = qHTS of D3 Dopamine Receptor Antagonist: qHTS. D(3) dopamine receptor (Homo sapiens), P35462. D3R cells, DiscoveRx beta-arrestin luminescence, antagonist mode; active compounds read low. max response, negative = inhibition, %. 2.5% of 360,000 active; in the data active = max response below about -50%; inconclusive = no clear call, values can overlap the other calls; also: % is scaled to controls: 0 for no effect and ±100 for the full control effect; mostly tested at two doses, the higher about 12 µM
Target sequence (P35462 whole entry, looked up): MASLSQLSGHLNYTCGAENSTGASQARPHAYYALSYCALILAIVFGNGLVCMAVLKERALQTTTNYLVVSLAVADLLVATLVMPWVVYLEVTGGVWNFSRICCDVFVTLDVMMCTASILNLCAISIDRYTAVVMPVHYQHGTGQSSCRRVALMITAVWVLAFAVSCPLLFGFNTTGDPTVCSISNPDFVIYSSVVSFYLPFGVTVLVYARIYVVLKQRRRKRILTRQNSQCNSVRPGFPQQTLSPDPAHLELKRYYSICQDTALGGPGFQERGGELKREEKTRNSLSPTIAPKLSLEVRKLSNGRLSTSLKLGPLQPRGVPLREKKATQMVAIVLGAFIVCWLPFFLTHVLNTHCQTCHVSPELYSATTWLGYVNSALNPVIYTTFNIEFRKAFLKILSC
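Cells expressing the human receptor were seeded at 1500 cells/well, incubated overnight at 37 degrees C in 5% CO2, then exposed to library compounds with dopamine controls for 90 minutes at 37 degrees C before luminescent detection.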
PTHR1 ag = qHTS for PTHR1 Agonists: Primary Screen; Potency, µM (highest dose often 115 µM), without a hit: at the top dose activation, hits mostly activators; Parathyroid hormone/parathyroid hormone-related peptide receptor (Homo sapiens), Q03431; HEK293 GP2 PTHR1 cells, GloSensor cAMP luminescence, 1 h; 0.075% of 410,000 active; AID 743266, 2014; also: potency is read from the fitted curve at half-maximal effect; nearly all actives have a fitted effect of over 55% in size; some results filed as inactive show a strong effect at the top dose; inactives centre near -15; many of its hits are not listed in these tables
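HEK-293-derived GP2 cells expressing PTHR1 and a GloSensor cAMP reporter, 3,000/well, plated overnight, given luciferin plus IBMX (each 0.5 mM as added) for 1 h at 37 °C, then compound for 1 h at 37 °C. Luminescence was read after 15 min at room temperature.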
DRD3 agonist = qHTS of D3 Dopamine Receptor Agonist: qHTS | max activation, % | D3R DiscoveRx beta-arrestin cells, luminescence, 90 min | 0.58% of 410,000 active; in the data active = max activation above about 30%; also: 0% is about no effect; mostly tested at two doses, the higher about 12 µM
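Agonist mode: compounds and dopamine controls were applied to plated cells for 90 min at 37 degrees C after an overnight attachment at 1500 cells/well. Luminescent read-out followed 30 - 60 minutes at room temperature with DiscoveRx detection reagent.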
aSyn yeast inh = qHTS of alpha-syn Inhibitors; Yeast expressing alpha-synuclein, growth rescue, BacTiter-Glo, 24 h; Potency, µM (doses to about 46.1 µM), for the others: top-dose growth rescue (activation), hits mostly activators; 0.14% of 370,000 active; also: potency is read from the fitted curve at half-maximal effect; % of control where 0% means no effect; nearly all actives have a fitted effect of over 65% in size
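Galactose-induced alpha-syn yeast (OD600=0.02, raffinose-pregrown) + pinned cpd, 24 hr, 30 deg C; growth by BacTiter-Glo luminescence. Growth restoration scores as activation.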
GLP1R inv ag = qHTS of GLP-1 Receptor Inverse Agonists (Inhibition Mode); HEK293 GLP-1R CRE-luciferase, luminescence, 24 h; GLP-1R form is constitutively active; AID 624417, 2012; Potency, µM (top dose mostly 38.3 µM), for the others: top-dose activity change, negative = inhibition, usual class: inhibitors; 1.6% of 410,000 active; also: potency is read from the fitted curve at half-maximal effect; % is scaled to controls: 0 for no effect and ±100 for the full control effect; nearly all actives have a fitted effect of over 55% in size
Target sequence (P43220 whole entry, looked up): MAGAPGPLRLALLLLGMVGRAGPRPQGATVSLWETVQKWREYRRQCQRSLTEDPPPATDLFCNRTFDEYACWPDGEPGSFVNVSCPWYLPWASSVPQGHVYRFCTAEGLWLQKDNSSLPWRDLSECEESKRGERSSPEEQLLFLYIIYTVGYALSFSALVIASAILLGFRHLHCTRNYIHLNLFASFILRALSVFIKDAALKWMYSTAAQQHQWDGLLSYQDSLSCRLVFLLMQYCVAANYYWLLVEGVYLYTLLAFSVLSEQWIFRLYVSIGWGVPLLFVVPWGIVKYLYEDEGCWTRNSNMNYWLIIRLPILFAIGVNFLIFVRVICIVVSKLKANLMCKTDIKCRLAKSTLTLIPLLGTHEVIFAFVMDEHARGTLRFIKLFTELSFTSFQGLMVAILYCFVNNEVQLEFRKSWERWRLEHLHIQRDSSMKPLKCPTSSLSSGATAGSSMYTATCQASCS
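Luminescence readout: a drop in cAMP-driven luciferase signal flags inverse agonism at a constitutively active GLP-1R stably expressed in HEK293. Compound exposure lasted 24 hr at 37 deg C, 5% CO2.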
TDP43 rescue = qHTS of TDP-43 Inhibitors. TDP-43 expressing yeast growth rescue, BacTiter-Glo, 24 h. Potency, µM (top dose mostly 46.1 µM), for inactives: at the top dose growth rescue (activation), actives largely listed as activators. 1.8% of 410,000 active. AID 652104, 2013; also: potency is read from the fitted curve at half-maximal effect; % of control where 0% means no effect; nearly all actives have a fitted effect of over 50% in size
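Cell-based yeast growth screen: TDP-43 expression induced in galactose, inoculum OD600=0.02 after raffinose pregrowth to mid-log. Read-out BacTiter-Glo luminescence at 24 hr, 30 deg C; inhibition of toxicity seen as signal increase.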
KB-V1 cytotox = qHTS assay for MDR1-selective chemotherapeutics: Primary screen using the drug-selected MDR subline cells KB-V1. KB-V1 MDR cells viability, CellTiter-Glo, 72 h. Potency, µM (highest dose often 46.1 µM), for inactives: at the highest dose activity change, negative = cytotoxicity, actives largely listed as cytotoxic. 3.4% of 400,000 active; also: potency is read from the fitted curve at half-maximal effect; % is scaled to controls: 0 for no effect and ±100 for the full control effect; nearly all actives have a fitted effect of over 60% in size
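Cytotoxicity toward P-gp-expressing KB-V1 cells was determined as loss of CellTiter-Glo luminescence after 72 h at 37 degrees C. Compounds were tested in quantitative HTS format across a concentration range, with curves fitted to normalized data.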
GLP-1R agonist = qHTS of GLP-1 Receptor Agonists. HEK293 GLP-1R CRE-luciferase, luminescence, 4-6 h; cells express a hypersensitive GLP-1R form. 0.007% of 380,000 active. Potency, µM (highest dose often 45.6 µM), inactives show top-dose activation, usual class: activators. Glucagon-like peptide 1 receptor (Homo sapiens), P43220; also: potency is read from the fitted curve at half-maximal effect; % of control where 0% means no effect
* marks the source's active call; other numbers are inactive results; i = inactive; ? = inconclusive; . = no result given; & = joins results of further samples; [ ] = another dose, or the depositor's remark. Unless noted, calls follow the shape of the dose curve; as a rule, active = well fitted curve in the direction sought with a large enough effect; inconclusive = small, poorly fitted or top-dose-only effect, or another doubt; inactive = no such curve, though single readings can be large; an effect the other way counts as inactive or inconclusive. Not all compounds are listed; rates above refer to the full screens.

cpd	canonical_smiles	HEK293 tox	DRD3 antagonist	PTHR1 ag	DRD3 agonist	aSyn yeast inh
1	N#CC1(c2ccccc2)CCCN1C(=O)c1ccc(Br)o1 (stereo not given)	2%	-17	i	-11	-2%
2	CC(=O)c1ccc(N2CCN(C(=O)c3ccc(NC4=NC5CS(=O)(=O)CC5S4)cc3)CC2)cc1 (stereo not given)	20%	-11	i	-3	-3%
3	CCOC(=O)c1nnc2c(-c3ccc(Cl)cc3)c(C)nn2c1N	6%	.	-60%[inhibitor]	2	.
4	COc1ccc(CC(=O)NCC2CCCN(Cc3cc(OC)cc(OC)c3)C2)cc1 (stereo not given)	16%	3	-5%	0	0%
5	COC(=O)c1ccc2nc(C3CCCCC3)c(Cc3ccccc3)n2c1	4%	-8	-61%[inhibitor]	-10	-6%
6	COc1cccc(-c2cc3nc(-c4ccccc4)cc(=O)n3[nH]2)c1	?	-25	-4%	-15	-6%
7	O=C(NN1CCCCC1)c1cccc2ccccc12	9%	3	-5%	2	4%
8	CN=c1nc(-c2ccccc2)n(-c2ccccc2)s1	3%	4	i	-1	-71%&-10%&-44%[inhibitor]
9	O=C(Nc1ccc2nc(-c3ccccc3)oc2c1)c1ccco1	-17%	13	-1%[57.5 µM]	-3	-9%
10	COc1ccc(N(CN2C(=O)c3ccccc3C2=O)C(=O)C(C)C)cc1	-5%	20	i	0	7%
11	O=[N+]([O-])c1ccc(-c2nc(Cl)c3c(n2)CCCC3)o1	-19%	-8	-28%	8	-6%
12	CCN(CC)c1ncnc2c1ncn2Cc1c(Cl)cccc1Cl	-5%	?	-55%[inhibitor]	-6	-6%
13	O=C(CSCc1ccccc1)Nc1ccc2c(c1)C(=O)NC2=O	-18%	-20	-15%	-11	1%
14	O=C(Cn1c(C(=O)O)cc2ccccc21)c1ccccc1	-5%	?	-6%	-6	8%
15	COc1ccccc1CNc1cc(C)ccn1	-2%	-12	i	-10	-2%

cpd	GLP1R inv ag	TDP43 rescue	KB-V1 cytotox	GLP-1R agonist
1	2%	-5%	7%	-7%
2	4%	-2%	-12%	-1%
3	-2%	30%	-1%	0%
4	-13%	7%	-6%	8%
5	?	-4%	-30%	-4%
6	-16%	-9%	4.6µM*	8%
7	26%	5%[9.22 µM]	1%	1%
8	2%	38%	-4%&0%	15%
9	37%[activator]	4%	-8%	-5%
10	6%	3%	5%	-10%
11	19%	7.1µM*	?	18%
12	?	?	?	26%
13	-23%	-6%	8%	15%
14	-24%	5%	-2%	-1%
15	?	-7%	-20%	15%

Screen by screen, from the results shown:
HEK293 tox for entries 3–14: 6%, 16%, 4%, ?, 9%, 3%, -17%, -5%, -19%, -5%, -18%, -5%

New compounds follow:
cpd	canonical_smiles	HEK293 tox	DRD3 antagonist	PTHR1 ag	DRD3 agonist	aSyn yeast inh
16	Cc1ccc(NC(=O)COC(=O)c2ccc(Br)o2)cc1S(=O)(=O)N1CCCCC1	-11%	0	-29%	-1	-5%
17	CCOc1ccc2c(c1)OC(c1ccc(OC)cc1)(C(F)(F)F)NC2=O (stereo not given)	?	-7	-21%	-5	15%
18	O=C(O)C1C2CCC(C2)C1C(=O)NCCc1ccc(F)cc1 (stereo not given)	-3%	7	i	-2	5%
19	COC(=O)c1sc(SC)c(S(=O)(=O)C(C)C)c1N/N=C(\C#N)S(=O)(=O)c1ccccn1	-2%	-1	-12%	-13	-5%
20	O=S(=O)(NC1=NCCCCC1)c1ccc(Cl)cc1Cl	-3%	-1	-50%[inhibitor]	1	2%
21	CC1CN(C2CCCCC2)C(=O)NC1=O (stereo not given)	-4%	3	i	0	1%
22	COc1ccc(Cl)cc1N1C(=NC(=O)C2CCCO2)SC2CS(=O)(=O)CC21 (stereo not given)	3%	19	-1%	-5	4%
23	COc1cc(C2C=C(Nc3ccccc3)C(=O)N2c2ccccc2)ccc1O (stereo not given)	0%	8	-84%[inhibitor]	-1	1%
24	O=C(NNc1ccc(Cl)cc1)C1CCC1	-12%	12	-35%[inhibitor]	13	7%
25	CCOC(=O)C1=C(COc2ccccc2)NC(=O)NC1c1ccc2ccccc2c1 (stereo not given)	7%	0	-1%	3	-1%
26	CCOC(=O)c1cnc(N2CCN(c3ccc(C)cc3C)CC2)c2ccccc12	2%	.	2%	-8	.
27	CC(NC(=O)COc1ccc(Br)cc1)C1CCCO1 (stereo not given)	38%[activator]	7	-9%	0	-2%
28	COC(CNC(=O)c1ccc2nc3ccccc3c(=O)n2c1)OC	116%[activator]	15	i	-6	5%
29	O=S(=O)(c1cc(F)ccc1F)N1CCC2(CC1)OCCO2	2%	10	-3%	-11	3%
30	Cc1[nH]nc2c1C(=O)CC(C)(C)C2	-1%	-13	-5%[57.5 µM]	1	3%

cpd	GLP1R inv ag	TDP43 rescue	KB-V1 cytotox	GLP-1R agonist
16	-20%	23%	0%	-4%
17	?	2%	5.2µM*	22%
18	9%	8%	2%	5%
19	38%	-9%	-7%	0%
20	-19%	17%	6%	-5%
21	-3%	-3%	25%	0%
22	12%	5%	0%	4%
23	-5%	19%	?	0%
24	?	?	0%	-7%
25	3%	?	0%	17%
26	-25%	10%	.	.
27	11%	3%	-24%	8%
28	21%	-4%	-1%	11%
29	7%	29%	1%	-5%
30	-9%	0%	-3%	0%

The final 2 compounds of the section before lead into the next:
cpd	canonical_smiles	HEK293 tox	DRD3 antagonist	PTHR1 ag	DRD3 agonist	aSyn yeast inh
29	O=S(=O)(c1cc(F)ccc1F)N1CCC2(CC1)OCCO2	2%	10	-3%	-11	3%
30	Cc1[nH]nc2c1C(=O)CC(C)(C)C2	-1%	-13	-5%[57.5 µM]	1	3%
31	COc1ccc(N2CCN(C(=O)CCNS(=O)(=O)c3ccc(Br)s3)CC2)cc1	-8%	0	-14%	8	8%
32	CCCCn1nnnc1SCC(=O)Nc1cccc(C)c1	-7%	-7	-27%	-2	1%
33	CCOc1ccc(CN2CCN(CCCc3ccccc3)CC2CCO)cc1 (stereo not given)	-5%	-14	-8%	-11	-8%
34	COc1ccc2nc(NC(=O)CSc3nc4ccccc4o3)sc2c1	18%	42	-8%[57.5 µM]	-5	-2%
35	CCOC(=O)c1ccc2nc(C)c(C)nc2c1	0%	11	i	1	4%
36	Cc1cc(C)cc(Nc2ccc(C(=O)O)cc2[N+](=O)[O-])c1	-21%	?	-9%	-3	5%
37	CCOC(=O)c1c(C)[nH]c(C)c1S(=O)(=O)N1CCCCC1	-4%	15	i	-5	-1%
38	Cc1nn(-c2ccccc2)c(C)c1C(=O)N1CCN(S(=O)(=O)c2ccccc2)CC1	-4%	13	-9%	-4	0%[1.84 µM]
39	CN(Cc1nc2ccccc2c(=O)[nH]1)C(=O)c1cc(C2CC2)nn1-c1ccccc1	-11%	-60*	-19%	2	0%
40	CC(O)C(=O)N/N=C/c1cccc(Cl)c1Cl (stereo not given)	-15%	-6	i	0	1%
41	Cc1cc(C)nc(Nc2nc3ccccc3s2)n1	5%	9	-9%	5	0%
42	Cc1ccc(C2/C(=C(/O)c3ccccc3)C(=O)C(=O)N2CCN2CCOCC2)o1 (stereo not given)	?	-28	-3%[57.5 µM]	1	2%

cpd	GLP1R inv ag	TDP43 rescue	KB-V1 cytotox	GLP-1R agonist
29	7%	29%	1%	-5%
30	-9%	0%	-3%	0%
31	?	?	13µM*	-7%
32	-28%	-13%	-21%	4%
33	?	-3%	0%	-4%
34	-5%	1%	0%	-11%
35	-14%	9%	-1%	15%
36	-30%	8%	0%	0%
37	-13%	15%	17%	-6%
38	-14%	15%	0%	1%
39	13%	23%	21%	6%
40	28%	2%	?	-9%
41	12%	24%	7%	2%
42	-5%	-1%	16%	-3%

4 compounds from above, showing only DRD3 agonist, PTHR1 ag and HEK293 tox:
item	Compound	DRD3 agonist	PTHR1 ag	HEK293 tox
37	CCOC(=O)c1c(C)[nH]c(C)c1S(=O)(=O)N1CCCCC1	-5	i	-4%
34	COc1ccc2nc(NC(=O)CSc3nc4ccccc4o3)sc2c1	-5	-8%[57.5 µM]	18%
42	Cc1ccc(C2/C(=C(/O)c3ccccc3)C(=O)C(=O)N2CCN2CCOCC2)o1 (stereo not given)	1	-3%[57.5 µM]	?
33	CCOc1ccc(CN2CCN(CCCc3ccccc3)CC2CCO)cc1 (stereo not given)	-11	-8%	-5%
